S100A4 inh HTS: inhibitors of human S100A4 binding to myosin IIA peptide. S100A4/TAMRA-MyoIIA peptide fluorescence polarization. inhibition, % at 10.7 µM. 360,000 compounds, 0.14% hits. AID 652163;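 active means mean inhibition of at least 70% across replicates, with every replicate also reaching that level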
Target sequence (P26447 whole entry, looked up): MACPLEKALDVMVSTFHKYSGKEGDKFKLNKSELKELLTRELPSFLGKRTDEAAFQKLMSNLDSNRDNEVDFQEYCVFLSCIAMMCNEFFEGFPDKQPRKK
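Material: human S100A4 monomer with TAMRA-labelled myosin IIA peptide; buffer or medium: HEPES pH 7.2 with CaCl2, KCl, NaCl, DTT, Triton; compound dosing: one concentration per compound; schedule: 5 min incubation before reading; benchmarks: neutral control DMSO, positive control TFP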
PGC1a acetyl inh: lowers PGC1a acetylation signal in U2OS cells | inhibition, % at 15.6 µM | AlphaScreen anti-acetyl-lysine; with virally co-expressed GCN5 acetyltransferase | 350,000 compounds, 0.17% hits;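 active means every replicate shows inhibition of at least 40%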;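 further: 0% = neutral control wells and 100% = positive control wells; some results beyond the cut were filed as inactive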
PglD inh: blocks C. jejuni PglD acetyltransferase activity; purified PglD enzyme, DTNB colorimetric CoA detection; inhibition, % at 12.5 µM; 360,000 compounds, 0.098% hits; AID 602405; in the data active means inhibition above about 16%, passing the limit was not always enough; further: strong numbers were not always called active
EWS-Fli block: inhibitors of EWS/Fli oncoprotein transcriptional activity | AID 651661 | A673 NR0B1-luciferase reporter, viability-normalised | inhibition, % at 12.6 µM | 350,000 compounds, 0.67% hits;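 active means mean inhibition of at least 50% after viability correction, with every replicate also passing that limit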;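 further: firefly luciferase signal divided by Alamar Blue viability fluorescence both relative to DMSO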
FN deposit inh: fibronectin deposition inhibition; AH1F fibroblasts, Alexa488-fibronectin deposition fluorescence, overnight; inhibition, % at 12.6 µM; 350,000 compounds, 0.086% hits;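 active means mean inhibition across replicates of 30% or more, regardless of how many single replicates reach that level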;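 further: positive control wells lacked labelled fibronectin entirely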
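Material: AH1F fibroblasts assembling fluorescent fibronectin matrix; amount: 10000 AH1F cells/well; medium: DMEM, 2% serum; reagent: Alexa488-fibronectin, 24 nM final in well; dosing: single compound dose, delivered by pin transfer; incubation: 1 h adhesion, overnight exposure; detection: fluorescence after three HBSS washes, excitation 485 nm, emission 525 nm; measure: fibronectin deposition inhibition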
PAX8 inh HTS: PAX8 transcriptional activity inhibition; RMG-I TPO-luciferase reporter, SteadyGlo, 24 h; inhibition, % at 12.6 µM; 360,000 compounds, 1.2% hits; AID 652154;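 active means mean replicate inhibition at least 60% with every replicate also reaching 60%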;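 further: luciferase light reporting Pax8 driven TPO promoter activity; plate controls were median of neutral control wells for no effect and mitoxantrone controls for full effect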
LGR2 inh: inhibitors of bursicon-induced Drosophila LGR2 receptor cAMP signaling. AID 720647. 380,000 compounds, 0.35% hits. inhibition, % at 9.99 µM. HEK293 LGR2, CRE-luciferase, bursicon-stimulated, 4 h;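 active means drop in luminescence signal, shown as inhibition above about 50% in the replicate tests, limit read from the data, passing the limit was not always enough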;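 further: agonist challenge used bursicon conditioned medium at about half maximal strength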
ERAP1 HTS inh: inhibitors of human ERAP1 aminopeptidase; AID 652197; inhibition, % at 10.7 µM; 340,000 compounds, 0.15% hits; recombinant ERAP1, Leu-AMC fluorescence, 60 min;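 active means mean replicate inhibition of at least 30%, or all replicates individually reaching that 30% level; inactive means mean below 30% and not every replicate reaching it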;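 further: 0% = neutral control wells and 100% = L-leucinethiol positive control wells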
Target sequence (Q9NZ08 whole entry, looked up): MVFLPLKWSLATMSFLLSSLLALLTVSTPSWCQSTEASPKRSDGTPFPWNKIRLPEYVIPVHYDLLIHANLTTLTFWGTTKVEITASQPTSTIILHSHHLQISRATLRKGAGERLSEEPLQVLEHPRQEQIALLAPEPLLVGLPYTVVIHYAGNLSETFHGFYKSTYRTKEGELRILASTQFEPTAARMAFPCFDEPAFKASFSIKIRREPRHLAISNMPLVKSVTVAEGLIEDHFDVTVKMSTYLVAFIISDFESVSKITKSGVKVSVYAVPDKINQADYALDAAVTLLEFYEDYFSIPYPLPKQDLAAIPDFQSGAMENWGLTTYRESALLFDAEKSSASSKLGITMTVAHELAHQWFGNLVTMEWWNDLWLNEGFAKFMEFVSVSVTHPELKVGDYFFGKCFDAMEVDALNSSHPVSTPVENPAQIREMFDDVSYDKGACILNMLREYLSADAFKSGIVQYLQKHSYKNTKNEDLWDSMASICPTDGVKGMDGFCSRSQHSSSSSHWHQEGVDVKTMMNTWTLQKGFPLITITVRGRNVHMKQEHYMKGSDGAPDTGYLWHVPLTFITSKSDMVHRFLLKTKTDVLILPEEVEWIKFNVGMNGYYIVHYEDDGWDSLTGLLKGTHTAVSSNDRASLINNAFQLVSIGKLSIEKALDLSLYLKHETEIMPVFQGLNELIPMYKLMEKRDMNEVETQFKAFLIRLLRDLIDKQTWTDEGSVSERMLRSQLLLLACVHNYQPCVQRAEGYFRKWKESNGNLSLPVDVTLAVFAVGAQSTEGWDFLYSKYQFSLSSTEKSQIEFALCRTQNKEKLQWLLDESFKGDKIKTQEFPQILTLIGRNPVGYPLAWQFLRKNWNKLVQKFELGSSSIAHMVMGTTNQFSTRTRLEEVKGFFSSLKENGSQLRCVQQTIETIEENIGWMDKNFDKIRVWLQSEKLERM
* hit, by the source's call; / = not tested or not shown; & = joins results of further samples.

SMILES	S100A4 inh HTS	PGC1a acetyl inh	PglD inh	EWS-Fli block	FN deposit inh	PAX8 inh HTS	LGR2 inh	ERAP1 HTS inh
CCCCc1c(C)nc2c(OC)cccc2c1SCC(=O)O	3	16	/	-1	1	-16	15	-2
CCC(=O)N1C[C@@H](O)COC[C@@H]2O[C@@H](CC(=O)N3CCCCC3)CC[C@H]21	4	4	-2	-2	-7	-11	-4	1
O=C1NCCOC(=O)[C@H](Cc2ccc(F)cc2)CC/C=C/C[C@H]1CC(=O)N(CCO)Cc1ccccc1	-6	-8	-2	-3	-15	7	-19	0
COc1ccc(NC(=O)CCc2nnc3ccc(N4CCN(c5cccc(OC)c5)CC4)nn23)cc1	-1	10	1	3	7	15	6	-2
CCCSc1nnc(C(C)C)n1N	/	-2	0	/	0	10	/	/
Cc1ccc(C(=O)OCC(=O)Nc2c(C)n(C)n(-c3ccccc3)c2=O)cc1[N+](=O)[O-]	-4	19	/	11	6	-9	-6	1
OC(c1nc2ccccc2[nH]1)C(O)c1nc2ccccc2[nH]1 (stereo not given)	2	11	-2	4	3	13	-3	-3
CC(C)Oc1ccc(C(=O)Nc2ccc(N3CCN(C(=O)c4ccco4)CC3)cc2)cc1	1	/	2	10	-5	10	1	-3
CCN(CC(=O)Nc1ccc(NC(C)=O)cc1)C(=O)c1ccc2c(c1)S(=O)(=O)N=C1CCCCCN12	-6	-10	-5	1	2	-3	15	10
Cn1c(Cn2c(=O)sc3ccccc32)nnc1SCC(=O)N1CCOCC1	1	9	2	-6	-7	-9	15	-1
COC(=O)[C@]1(C)N[C@H](CN(C)S(=O)(=O)c2ccc(-c3ccccc3)cc2)[C@@H]2C(=O)N(C)C(=O)[C@@H]21	-8	/	-1	-2	27	2	/	-1
CN(CC(=O)Nc1ccc(F)cc1)C(=O)COc1ccc([N+](=O)[O-])cc1Cl	-3	/	-9	19	5	16	19	-3
Cc1oc(-c2ccccc2F)nc1CS(=O)(=O)CC(=O)NCCCN1CCN(C)CC1	-20	11	4	-6	-1	-13	13	-4
Cc1sc2c(c1C)c(=O)n(-c1ccccc1)c(=O)n2CC(=O)NCC1CCCO1 (stereo not given)	-3	-1	/	5	2	5	10	/
C/C(=N\NC(=S)Nc1cccc(C)c1)c1ccccc1	/	-13	-3	/	-12	0	/	/
CN(C)c1ccc(N2C(=NC(=O)CCc3ccccc3)SC3CS(=O)(=O)CC32)cc1 (stereo not given)	-1	-12	-5	/	-3	-2	6	-2
CC(C)NC(=O)N(C)C[C@H]1OCCCC[C@H](C)Oc2ccc(NC(=O)c3ccncc3)cc2C(=O)N([C@@H](C)CO)C[C@H]1C	/	-6	/	5	-5	5	19	/
NCCNC[C@@H]1COC2(CCCCCCCCCCC2)O1	-7	-24	2	11	-4	24	-8	/
COc1cccc(CNC23CC4CC(CC(C4)C2)C3)c1OCc1ccccc1	-9	-31	-8	32	0	10	12	-4
O=C(C[C@H]1CC[C@H]2[C@@H](COC[C@H](O)CN2Cc2cccc(C(F)(F)F)c2)O1)NCc1ccncc1	-2	-1	0	4	-2	-3	-21	-1
C=CCn1c(=O)c2c(nc3n2CC(C)CN3c2cccc(OC)c2)n(C)c1=O (stereo not given)	-1	3	-2	3	6	9	1	-3
O=c1[nH]c(C2CCN(S(=O)(=O)c3ccccc3)CC2)nc2c1nnn2Cc1ccccc1	5	-1	/	0	7	4	0	-2
COc1ccc(CNC(=O)CC2C[C@H](C(=O)N3CCOCC3)[C@@]3(C)c4[nH]c5ccccc5c4CCN3C2=O)cc1OC (stereo not given in full)	-11	/	1	-8	5	-10	5	-1
O=S(=O)(NC[C@@H]1CC[C@@H]2[C@@H](CN2Cc2ccccc2C(F)(F)F)O1)c1ccccc1	-3	0	/	-2	/	-25	/	-2
O=C(NCCS(=O)(=O)c1ccc(Br)cc1)c1ccc(Cl)cc1Cl	-4	/	7	/	0	10	-22	3
C[C@H](CO)N1C[C@H](C)[C@@H](CN(C)Cc2ccccc2)Oc2c(NC(=O)C3CCOCC3)cccc2C1=O	-7	5	-3	-2	/	37	7	-2
C=CCSc1nnc(-c2cccnc2)o1	-7	14	0	-23	-7	-28	-28	5
COc1ccc([C@H]2N[C@]3(CCCN(Cc4ccc(C(F)(F)F)cc4)C3=O)[C@H]3C(=O)N(Cc4ccccc4)C(=O)[C@@H]23)cc1	-4	3	0	0	-3	7	-27	-1
O=C(C[C@H]1CC[C@H]2[C@@H](COC[C@@H](O)CN2C(=O)Nc2ccc(Cl)cc2)O1)NC1Cc2ccccc2C1	-6	-9	0	/	1	/	-48	2
CCNS(=O)(=O)c1ccc(CCC(=O)Nc2ccccc2)cc1	-2	-19	/	-9	/	-16	-18	3
COc1ccc(N2CCN(CCCNC(=O)c3ccc(CS(=O)(=O)c4ccc(OC)cc4)o3)CC2)cc1	-3	0	/	/	1	1	8	-4
CCCCCn1c(=O)[nH]c2cc(C(=O)NC3CCN(Cc4ccccc4)CC3)ccc2c1=O	1	13	3	22	1	11	-7	-1
CC(=O)N1CCN(C(=O)CNC(=O)c2cccs2)CC1	-1	/	0	-2	-11	1	-8	-1
CC(=O)NC(c1cccs1)c1cc(Cl)c2ccccc2c1O (stereo not given)	3	2	-2	6	-1	1	-16	/
CCOc1ccc(N2C(=O)c3cccnc3C2Nc2ccc(C)c(C)c2)cc1 (stereo not given)	/	7	1	/	3	12	/	/
CN(c1ccccc1)S(=O)(=O)c1ccc(Cl)c(C(=O)OCC(=O)N2CCOCC2)c1	1	5	/	3	5	-6	-9	2
CCC1=Nc2cc(C(=O)NCCN3CCOCC3)ccc2Sc2ccc(Br)cc21	-5	3	1	3	3	-9	-1	-1
CN(Cc1ccccc1)C1(CNC(=O)CCC(F)(F)F)Cc2ccccc2C1	-1	-9	-4	6	1	-12	-6	-1
Cc1ccc(C)c(SCC(=O)OCC(=O)N2CC(C)OC(C)C2)c1 (stereo not given)	-23	-6	2	1	3	-1	2	1
CCOc1ccc(S(=O)(=O)N(CC)CC)cc1N	0	/	/	-6	6	-4	-1	-1
COc1ccc(NC(=O)c2cccc(C(=O)Nc3ccc(OC)cc3)n2)cc1	-7	/	/	-12	5	20	2	9
C[C@@H]1CN([C@H](C)CO)S(=O)(=O)c2ccc(C#Cc3ccncc3)cc2O[C@H]1CN(C)C	2	8	3	-15	2	/	6	-3
COc1cc(C(=O)NCC(=O)NNC(=O)C2COc3ccccc3O2)cc(OC)c1OC (stereo not given)	-6	9	-3	-1	-1	9	-7	1
COc1ccc(NC(=O)N(C)C[C@H]2OCc3cn(nn3)CCCC(=O)N([C@@H](C)CO)C[C@H]2C)c(OC)c1	/	2	/	5	-7	-6	-8	/
O=C(Nc1nnc(-c2cccs2)o1)c1cccc(F)c1	1	-2	1	5	6	4	-25	/
O=C(Nc1cccc(Cl)c1)N[C@@H]1CC[C@H](CCNC(=O)C2CC2)O[C@H]1CO	4	2	1	-5	-6	9	0	3
CC(C)n1cnnc1SCC(=O)Nc1ccc(Br)cc1F	4	3	/	-5	11	2	11	-3
O=C(C1CCCC1)N1[C@H](CO)[C@@H]2c3ccccc3N(S(=O)(=O)c3ccc(F)cc3)C[C@@H]21	2	-10	-4	1	2	-11	1	-1
COc1ccccc1CC(=O)N(CCC1=CCCCC1)c1c(N)n(Cc2ccccc2)c(=O)[nH]c1=O	-1	-5	-1	-2	-3	10	-4	-4
C[C@@H]1CN([C@@H](C)CO)S(=O)(=O)c2ccc(-c3cccc(F)c3)cc2O[C@@H]1CN(C)C	-15	-11	2	1	3	/	-33	-1

10 of the compounds above, with bars between the fields:
mol | S100A4 inh HTS | PGC1a acetyl inh | PglD inh | EWS-Fli block | FN deposit inh | PAX8 inh HTS | LGR2 inh | ERAP1 HTS inh
COc1ccc(NC(=O)c2cccc(C(=O)Nc3ccc(OC)cc3)n2)cc1 | -7 | / | / | -12 | 5 | 20 | 2 | 9
C[C@@H]1CN([C@H](C)CO)S(=O)(=O)c2ccc(C#Cc3ccncc3)cc2O[C@H]1CN(C)C | 2 | 8 | 3 | -15 | 2 | / | 6 | -3
COc1cc(C(=O)NCC(=O)NNC(=O)C2COc3ccccc3O2)cc(OC)c1OC (stereo not given) | -6 | 9 | -3 | -1 | -1 | 9 | -7 | 1
COc1ccc(NC(=O)N(C)C[C@H]2OCc3cn(nn3)CCCC(=O)N([C@@H](C)CO)C[C@H]2C)c(OC)c1 | / | 2 | / | 5 | -7 | -6 | -8 | /
O=C(Nc1nnc(-c2cccs2)o1)c1cccc(F)c1 | 1 | -2 | 1 | 5 | 6 | 4 | -25 | /
O=C(Nc1cccc(Cl)c1)N[C@@H]1CC[C@H](CCNC(=O)C2CC2)O[C@H]1CO | 4 | 2 | 1 | -5 | -6 | 9 | 0 | 3
CC(C)n1cnnc1SCC(=O)Nc1ccc(Br)cc1F | 4 | 3 | / | -5 | 11 | 2 | 11 | -3
O=C(C1CCCC1)N1[C@H](CO)[C@@H]2c3ccccc3N(S(=O)(=O)c3ccc(F)cc3)C[C@@H]21 | 2 | -10 | -4 | 1 | 2 | -11 | 1 | -1
COc1ccccc1CC(=O)N(CCC1=CCCCC1)c1c(N)n(Cc2ccccc2)c(=O)[nH]c1=O | -1 | -5 | -1 | -2 | -3 | 10 | -4 | -4
C[C@@H]1CN([C@@H](C)CO)S(=O)(=O)c2ccc(-c3cccc(F)c3)cc2O[C@@H]1CN(C)C | -15 | -11 | 2 | 1 | 3 | / | -33 | -1

(listing goes on)
SMILES	S100A4 inh HTS	PGC1a acetyl inh	PglD inh	EWS-Fli block	FN deposit inh	PAX8 inh HTS	LGR2 inh	ERAP1 HTS inh
N#CCCN1CCN(S(=O)(=O)c2ccc(S(=O)(=O)N3CCCC3)cc2)CC1	-1	-2	3	4	-1	-10	4	1
Cc1noc(C)c1NC(=O)Nc1ccc2c(c1)C(=O)N([C@H](C)CO)C[C@H](C)[C@@H](CN(C)C(=O)NC1CCCCC1)O2	0&2	6&-1	-3&1	-12&1	-4	-22	1&-11	-1&-1
N=c1c(C(=O)NCC2CCCO2)cc2c(=O)n3ccccc3nc2n1Cc1ccc(F)cc1 (stereo not given)	-9	7	-10	2	-5	-3	30	-124
CC1CCCN(CCCNC(=O)c2ccc(NC(=O)C3=CSCCO3)cc2)C1 (stereo not given)	-2	/	-1	/	14	-18	5	-9
Cc1cccc(-c2ccc([C@H]3[C@H]4CN(C(=O)NC5CCCCC5)CC(=O)N4[C@H]3CO)cc2)c1	-3	1	/	4	/	/	8	-2
COc1cc(N(C(C)=O)c2ccc(O)c(C(=O)O)c2)c2ncccc2c1	4	/	2	-7	-7	-1	-7	4
COCC(=O)N1C[C@H](C)[C@@H](OC)CN(C)C(=O)c2ccc(NS(C)(=O)=O)cc2OC[C@H]1C	-15	11	1	-11	-17	-12	26	/
O=C(NCc1ccncc1)c1cc(S(=O)(=O)N2CCOCC2)c(Cl)cc1Cl	-4	3	1	3	2	11	-7	1
COC(=O)c1nn(-c2ccc(OC)cc2)c(=O)cc1NN	4	/	/	1	-2	-11	-9	-1
CC(C)CC#Cc1ccc2c(c1)O[C@H](CN(C)C(=O)C1CC1)[C@@H](C)CN([C@@H](C)CO)S2(=O)=O	/	4	/	20	4	/	21	/

High-throughput results from PubChem BioAssay.
